# RAD54 inh – inhibitors of human RAD54 branch migration, primary screen, biochemical, fluorescence, single point. DNA repair and recombination protein RAD54-like (Homo sapiens), Q92698. RAD54 Holliday junction branch migration, FAM/BHQ fluorescence. inhibition, % at 10.4 µM. 360,000 compounds, 0.14% hits. AID 602329, 2012;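 active = mean normalized replicate activity at least 40 and at least half of replicates scoring 40 or more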;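 also: 0% = median of neutral control wells and 100% = median of positive control wells; inhibitors cause a drop in the FAM fluorescence signal; in these data hits start at about 50%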
# Target sequence (Q92698 whole entry, looked up): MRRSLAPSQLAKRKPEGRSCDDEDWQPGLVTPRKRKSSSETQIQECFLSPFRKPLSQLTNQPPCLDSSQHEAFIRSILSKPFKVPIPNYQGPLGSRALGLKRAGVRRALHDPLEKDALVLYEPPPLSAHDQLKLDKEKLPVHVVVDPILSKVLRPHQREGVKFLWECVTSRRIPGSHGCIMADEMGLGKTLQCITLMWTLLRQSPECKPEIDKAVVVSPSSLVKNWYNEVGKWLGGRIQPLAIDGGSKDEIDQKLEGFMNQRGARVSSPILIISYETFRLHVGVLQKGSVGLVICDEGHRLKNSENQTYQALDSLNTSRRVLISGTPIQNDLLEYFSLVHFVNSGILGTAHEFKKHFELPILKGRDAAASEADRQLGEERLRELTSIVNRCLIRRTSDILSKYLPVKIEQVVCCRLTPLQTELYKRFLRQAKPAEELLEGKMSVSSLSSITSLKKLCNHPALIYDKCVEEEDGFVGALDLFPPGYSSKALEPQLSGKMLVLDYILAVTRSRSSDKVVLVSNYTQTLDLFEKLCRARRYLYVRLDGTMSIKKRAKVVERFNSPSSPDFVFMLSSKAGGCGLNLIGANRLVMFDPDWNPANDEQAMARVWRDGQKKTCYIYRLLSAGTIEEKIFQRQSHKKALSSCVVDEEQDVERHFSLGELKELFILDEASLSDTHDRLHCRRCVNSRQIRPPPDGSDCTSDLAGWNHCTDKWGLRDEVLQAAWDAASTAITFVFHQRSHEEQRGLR
# esBAF inh – Bmi1 luciferase reporter increase in mESCs, primary screen, esBAF inhibitor project, mouse ES cells, Bmi1 luciferase knock-in, single point; 24 h; 100% = twice the neutral-well signal; reporter increase, % at 12.5 µM; 350,000 compounds, 2% hits; in the data active = activation above about 40%;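 also: 0% = median of the plate's neutral control wells and 100% = double that signal; a rise in the Bmi1 reporter signal indicates esBAF inhibition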
# Xi reactivation – activators of inactive X chromosome reactivation, primary screen, imaging, XiGFP fibroblasts, GFP high-content imaging, set 2; activation, % at 7.58 µM; XiGFP mouse fibroblasts, % GFP-positive cells imaging, 3 d; cells co-treated with 5-aza-dC sensitizer; scaled so ellipticine positive control = 100%; 360,000 compounds, 0.055% hits;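 active = mean normalized replicate activation at least 10% and every replicate at or above 10%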;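 also: 0% = median of on-plate neutral control wells and 100% = ellipticine 6 µM median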
#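 System: 68-5-11 XiGFP fibroblast line; Timing: 3 days compound exposure; Compound dosing: one concentration, pinned; Benchmarks: positive control ellipticine, 6 µM final; Buffer or medium: DMEM containing 5-aza-dC.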
# * = called active by the depositor; i = inactive; · = not tested or not shown. This is a subset. The share of hits here may be higher or lower than overall.
# Start of the listing, in advance:
SMILES,RAD54 inh,esBAF inh,Xi reactivation
C/C(=N\Nc1ncc(Cl)cc1Cl)c1ccc(OC(F)F)cc1,0,·,-0.1
Cn1cccc1/C=C1\SC(=O)N(c2ccc(O)cc2)C1=O,-8,·,0.5
O=C(Nc1cccc([N+](=O)[O-])c1)c1ccncc1,8,·,0.3
Cc1nnc(SCC(=O)Nc2nnc(SCc3cccc(Br)c3)s2)s1,-7,·,0.1
Cc1ccc2nc(-c3ccc(NC(=O)CN4C(=O)c5ccccc5C4=O)cc3)sc2c1,5,·,-0.2
CCOC(=O)/C(=C\c1c[nH]c2ccccc12)NC(C)=O,-7,·,0.0
COc1ccc(-c2cc(C(=O)OCC(=O)c3ccc(C)c([N+](=O)[O-])c3)c3ccccc3n2)cc1,2,·,0.1
CCCC/C(=N\NC(=O)c1ccc(Br)o1)c1ccccc1,8,·,0.0
CCOC(=O)/C(=C\C=C1/Sc2cc(OCC)c(OCC)cc2N1CC)C(C)=O,i,·,2.5
CCN(Cc1ccccc1)C(=O)C1CCN(CC2CC=CCC2)CC1 (centres undefined),-7,·,0.1
Cc1[nH]c(=S)sc1Cc1ccc(F)cc1,-11,·,0.1
C=CCN1C(=O)/C(=C/c2ccccc2)S/C1=N/c1nccs1,-1,·,0.2
CCC(=O)Nc1ccc(C(=O)CSc2nnc(-c3ccc(NS(C)(=O)=O)cc3)n2C)cc1OC,1,·,0.2
C=C(C)c1cccc(C(C)(C)NC(=O)Nc2ccc(C(C)=O)cc2)c1,3,·,1.1
O=C(Cc1cccs1)Nc1nnc(SCc2ccc(F)cc2)s1,1,·,0.2
Cc1nc2ccccc2nc1OCc1cccc(Cl)c1,6,·,0.4
Cc1ccc(CN2CCc3c(OCc4ccc(F)cc4)cccc3C2=O)cc1,-9,·,0.1

# The whole of this part, from the start:
SMILES,RAD54 inh,esBAF inh,Xi reactivation
C/C(=N\Nc1ncc(Cl)cc1Cl)c1ccc(OC(F)F)cc1,0,·,-0.1
Cn1cccc1/C=C1\SC(=O)N(c2ccc(O)cc2)C1=O,-8,·,0.5
O=C(Nc1cccc([N+](=O)[O-])c1)c1ccncc1,8,·,0.3
Cc1nnc(SCC(=O)Nc2nnc(SCc3cccc(Br)c3)s2)s1,-7,·,0.1
Cc1ccc2nc(-c3ccc(NC(=O)CN4C(=O)c5ccccc5C4=O)cc3)sc2c1,5,·,-0.2
CCOC(=O)/C(=C\c1c[nH]c2ccccc12)NC(C)=O,-7,·,0.0
COc1ccc(-c2cc(C(=O)OCC(=O)c3ccc(C)c([N+](=O)[O-])c3)c3ccccc3n2)cc1,2,·,0.1
CCCC/C(=N\NC(=O)c1ccc(Br)o1)c1ccccc1,8,·,0.0
CCOC(=O)/C(=C\C=C1/Sc2cc(OCC)c(OCC)cc2N1CC)C(C)=O,i,·,2.5
CCN(Cc1ccccc1)C(=O)C1CCN(CC2CC=CCC2)CC1 (centres undefined),-7,·,0.1
Cc1[nH]c(=S)sc1Cc1ccc(F)cc1,-11,·,0.1
C=CCN1C(=O)/C(=C/c2ccccc2)S/C1=N/c1nccs1,-1,·,0.2
CCC(=O)Nc1ccc(C(=O)CSc2nnc(-c3ccc(NS(C)(=O)=O)cc3)n2C)cc1OC,1,·,0.2
C=C(C)c1cccc(C(C)(C)NC(=O)Nc2ccc(C(C)=O)cc2)c1,3,·,1.1
O=C(Cc1cccs1)Nc1nnc(SCc2ccc(F)cc2)s1,1,·,0.2
Cc1nc2ccccc2nc1OCc1cccc(Cl)c1,6,·,0.4
Cc1ccc(CN2CCc3c(OCc4ccc(F)cc4)cccc3C2=O)cc1,-9,·,0.1
Cn1nccc1CNC(=O)c1ccnn1C,2,·,0.2
O=C(N/N=C/c1c[nH]c2ccccc12)C1COc2ccccc2O1 (centres undefined),-4,·,-0.4
O=C(N/N=C/c1ccco1)c1cc(-c2cccc(Br)c2)nc2ccccc12,3,·,0.1
Cc1cc(Nc2ccc(Cl)cc2)nc(NCc2ccccc2)n1,-1,·,-0.1
CCC(NC(=S)Nc1ccccc1)C(=O)O (centres undefined),-4,·,0.1
COC(=O)c1c(NC(NC(=O)CC(C)C)C(Cl)(Cl)Cl)sc2c1CCC2 (centres undefined),-6,·,0.1
CC(=O)Nc1ccc(OC(=O)c2cc3cc(Br)ccc3oc2=O)cc1,-4,·,0.0
CC1=CC(c2ccccc2)NC(=S)N1 (centres undefined),5,·,0.2
Cc1ccc(C)c(-n2c(-c3csc(C)c3C)n[nH]c2=S)c1,7,·,-0.1
CCN(CC)c1ccc(/C=N/NS(=O)(=O)c2cccc([N+](=O)[O-])c2)cc1,6,·,0.1
O=C(C(Sc1ccccc1)c1ccccc1)N1CCOCC1 (centres undefined),5,·,0.0
Cc1[nH]c2ccccc2c1/C=N/NC(=O)c1cccc(S(=O)(=O)Nc2ccccc2Cl)c1,-1,·,0.2
CC1CN=C2C(C(=O)Nc3ccccc3)=C(O)CC(c3ccccc3)N21 (centres undefined),-16,·,0.0
COc1ccc(CCNC(N)=S)cc1OC,-2,·,0.0
COc1cccc(/C=C2\SC(=O)N(CCC(=O)NNC(=O)c3ccccc3Cl)C2=O)c1,-3,·,0.0
COc1ccc(C(=O)NCc2nnc(SCC(=O)Nc3nc4ccccc4s3)o2)cc1,-2,·,1.4
CCCCN(CCCC)C(=O)c1cc(Cl)ccc1[N+](=O)[O-],9,·,0.1
OC(COCc1cccs1)CN1CCN(c2cccc(C(F)(F)F)c2)CC1 (centres undefined),-13,·,-0.1
CC(C(=O)NC1CCCc2ccccc21)N1CCN(c2ccc(F)cc2)CC1 (centres undefined),5,·,0.3
Cc1ccc(C)c(OCC(=O)Nc2nc3ccc([N+](=O)[O-])cc3s2)c1,5,·,1.8
C=CCN(CC=C)S(=O)(=O)c1ccc(C(=O)Nc2sc3c(c2C(N)=O)CCCCC3)cc1,-1,·,-0.1
Cc1ccc(NS(=O)(=O)c2cccc(C(=O)Nc3cc(C)on3)c2)cc1,-7,·,0.0
C/C(=N/NC(=O)c1cc(-c2cccc([N+](=O)[O-])c2)n[nH]1)c1ccc(Cl)cc1,3,·,0.2
CCOC(=O)c1ccc(C(=O)OCC)c(NC(=S)Nc2ccc([N+](=O)[O-])cc2OC)c1,-5,·,6.2
COC(=O)c1cccc(NC(=O)CCNC(=O)c2ccc([N+](=O)[O-])cc2)c1,-21,·,-0.1
O=S(=O)(c1ccc2nc(-c3ccccc3)[nH]c2c1)N1CCN(c2ccc(Cl)cc2)CC1,1,·,0.0
Cc1ccccc1NC(=O)Nc1nc2ccc(S(C)(=O)=O)cc2s1,2,·,0.0
Cn1c(=O)c([N+](=O)[O-])c(NCCc2ccccc2)c2ccccc21,1,·,0.0
CC(Nc1cccc2ccccc12)C(=O)N/N=C/c1ccc([N+](=O)[O-])cc1 (centres undefined),4,·,0.1
O=C(O)c1cccnc1Sc1ccccc1,-10,·,0.2
CC(=O)Nc1cccc(/C(C)=N/NC(=O)c2cccs2)c1,-17,·,0.0
COc1ccc(N2CCN(Cc3cc(OC)c(O)c([N+](=O)[O-])c3)CC2)cc1,3,·,0.3
CCCCC(=O)Nc1cccc(NC(=S)NC(=O)Cc2ccccc2)c1,3,·,0.1
Cn1cc(C(=O)N/N=C/c2cccs2)c2ccccc21,17,·,0.1
CN(CC(=O)Nc1ccc(Cl)c(Cl)c1)C(=O)/C=C/c1ccc(F)cc1,-3,·,0.0
C[C@H]1CN([C@@H](C)CO)C(=O)c2cc(NC(=O)Nc3ccc4c(c3)OCO4)ccc2O[C@@H]1CN(C)S(C)(=O)=O,·,2,-0.8
COc1ccc2nc(Cl)c(C3CC(c4ccco4)=NN3C(=O)CCC(=O)O)cc2c1 (centres undefined),·,-4,0.2
CCOc1cc(NC(=S)NCc2ccco2)c(OCC)cc1NC(=O)C1CC1,·,-2,0.0
CSCCC(NC(C)=O)C(=O)OCC(=O)N(c1ccccc1)c1ccccc1 (centres undefined),·,-6,0.4
Cc1c(/C=N/NC(=O)c2ccc(O)cc2)c2ccccn2c1C(=O)c1ccc(F)cc1,·,13,-0.1
COc1ccccc1-c1nc2ccccc2nc1-c1ccccc1OC,·,-4,0.0
CN(C(=O)COC(=O)c1n[nH]c2ccccc12)C1CCS(=O)(=O)C1 (centres undefined),·,-8,0.7
CC1CCC/C(=C(\C#N)c2nc(-c3cc4ccccc4oc3=O)cs2)C1 (centres undefined),·,17,-0.1

# Later entries.
SMILES,RAD54 inh,esBAF inh,Xi reactivation
COC(=O)c1ccccc1NS(=O)(=O)c1ccc2[nH]c(=O)[nH]c2c1,·,-5,0.0
COCc1c(C(=O)OCC(=O)NCCN2C(=O)CSC2=O)oc2ccccc12,·,-3,0.2
COc1ccc(/C=N/n2c(-c3n[nH]c4c3CCC4)n[nH]c2=S)cc1OC,·,-6,-0.1
O=C1CS/C(=N/N=C/c2ccccc2OS(=O)(=O)c2ccccc2)N1,·,7,0.0
COC(=O)c1ccc(-n2cc(-c3ccc(OC)cc3)[nH]c2=S)cc1,·,11,0.2
CN(C)S(=O)(=O)c1ccc(NC(=O)COc2ncnc3c2cnn3-c2ccccc2)cc1,·,-5,0.4
Cc1ccc(-c2csc3nc(CSc4nnc(-c5ccc(Cl)cc5)n4C)[nH]c(=O)c23)cc1,·,-4,0.6
Cc1nn(C)c(C(=O)Nc2ccc(Cl)c([N+](=O)[O-])c2)c1Cl,·,6,0.1
CC(C)c1ccc(C(=O)N2CCCN(C(=O)c3ccc(C(C)C)cc3)CC2)cc1,·,-1,0.3
COc1cc(/C=C2/C(=O)c3cccc([N+](=O)[O-])c3C2=O)c(Br)cc1O,·,-7,0.4
CC(C)CC(=O)NC(=S)Nc1ccc(S(=O)(=O)Nc2nccs2)cc1,·,-2,0.2
Cc1cc(C)nc(NC(N)=NC2CCCCC2)n1,·,-9,0.3
CCC(=O)N1CCc2cc(S(=O)(=O)CCC(=O)Nc3ccc(C)cn3)ccc21,·,-4,0.0
CC(=O)c1cc(-c2ccc(F)cc2)n(CCC(=O)Nc2cccnc2)c1C,·,-1,0.0
O=C1CCC([N+](=O)[O-])C(c2cc3c(cc2Cl)OCO3)N1 (centres undefined),·,-4,0.1
COc1ccc(C2=NCCc3cc(OC)c(OC)cc32)cc1OC,·,-4,0.0
Cc1ccccc1C(=O)NC(=S)NCCN1CCOCC1,·,4,0.0
CCOCCCn1c(SCC(=O)Nc2cc(C(C)(C)C)nn2-c2ccccc2)nc2ccccc2c1=O,·,-6,0.0
COc1cc([N+](=O)[O-])ccc1NC(=O)c1cccc(NC(=O)C(C)C)c1,·,5,0.0
C[C@@H]1CN([C@@H](C)CO)C(=O)c2cc(N(C)C)ccc2O[C@H]1CN(C)C(=O)Nc1ccccc1,·,4,-0.7
Cc1cccc(NC(=O)NNC(=O)COc2ccc(Cl)cc2)c1,·,-7,0.0
Nc1ccc(S(=O)(=O)NC2(C(F)(F)F)NC(=O)N(c3ccccc3Cl)C2=O)cc1 (centres undefined),·,6,0.0
COc1ccccc1NS(=O)(=O)c1cccc(C(=O)NN=C2CCCCCC2)c1,·,3,0.0
O=C(/C=C/c1ccccc1)Nn1cnc2ccccc2c1=O,·,8,0.2
CC(=O)Nc1ccc(NCN2C(=O)[C@@H]3[C@H]4CC[C@H](C4)[C@@H]3C2=O)cc1,·,9,0.0
Cc1ccc(NC(=O)COC(=O)/C=C/c2cccs2)c(C)c1,·,0,0.7
COc1ccc(/C=C/C(=O)NC(C)CCc2ccccc2)cc1 (centres undefined),·,-2,0.3
C[C@@H]1CN([C@@H](C)CO)C(=O)Cc2cc(NS(C)(=O)=O)ccc2O[C@H]1CN(C)C(=O)Nc1ccc(C(F)(F)F)cc1,·,-2,4.0
